# NSD2 HMT inh – NSD2 histone methyltransferase inhibitors, primary screen, biochemical, AlphaScreen, single concentration, set 2 | NSD2 peptide methylation, 120 min | inhibition, % at 12.5 µM | 0.54% of 310,000 active | AID 743445, 2014; in the data active = inhibition above about 50%
# Target sequence (O96028 whole entry, looked up): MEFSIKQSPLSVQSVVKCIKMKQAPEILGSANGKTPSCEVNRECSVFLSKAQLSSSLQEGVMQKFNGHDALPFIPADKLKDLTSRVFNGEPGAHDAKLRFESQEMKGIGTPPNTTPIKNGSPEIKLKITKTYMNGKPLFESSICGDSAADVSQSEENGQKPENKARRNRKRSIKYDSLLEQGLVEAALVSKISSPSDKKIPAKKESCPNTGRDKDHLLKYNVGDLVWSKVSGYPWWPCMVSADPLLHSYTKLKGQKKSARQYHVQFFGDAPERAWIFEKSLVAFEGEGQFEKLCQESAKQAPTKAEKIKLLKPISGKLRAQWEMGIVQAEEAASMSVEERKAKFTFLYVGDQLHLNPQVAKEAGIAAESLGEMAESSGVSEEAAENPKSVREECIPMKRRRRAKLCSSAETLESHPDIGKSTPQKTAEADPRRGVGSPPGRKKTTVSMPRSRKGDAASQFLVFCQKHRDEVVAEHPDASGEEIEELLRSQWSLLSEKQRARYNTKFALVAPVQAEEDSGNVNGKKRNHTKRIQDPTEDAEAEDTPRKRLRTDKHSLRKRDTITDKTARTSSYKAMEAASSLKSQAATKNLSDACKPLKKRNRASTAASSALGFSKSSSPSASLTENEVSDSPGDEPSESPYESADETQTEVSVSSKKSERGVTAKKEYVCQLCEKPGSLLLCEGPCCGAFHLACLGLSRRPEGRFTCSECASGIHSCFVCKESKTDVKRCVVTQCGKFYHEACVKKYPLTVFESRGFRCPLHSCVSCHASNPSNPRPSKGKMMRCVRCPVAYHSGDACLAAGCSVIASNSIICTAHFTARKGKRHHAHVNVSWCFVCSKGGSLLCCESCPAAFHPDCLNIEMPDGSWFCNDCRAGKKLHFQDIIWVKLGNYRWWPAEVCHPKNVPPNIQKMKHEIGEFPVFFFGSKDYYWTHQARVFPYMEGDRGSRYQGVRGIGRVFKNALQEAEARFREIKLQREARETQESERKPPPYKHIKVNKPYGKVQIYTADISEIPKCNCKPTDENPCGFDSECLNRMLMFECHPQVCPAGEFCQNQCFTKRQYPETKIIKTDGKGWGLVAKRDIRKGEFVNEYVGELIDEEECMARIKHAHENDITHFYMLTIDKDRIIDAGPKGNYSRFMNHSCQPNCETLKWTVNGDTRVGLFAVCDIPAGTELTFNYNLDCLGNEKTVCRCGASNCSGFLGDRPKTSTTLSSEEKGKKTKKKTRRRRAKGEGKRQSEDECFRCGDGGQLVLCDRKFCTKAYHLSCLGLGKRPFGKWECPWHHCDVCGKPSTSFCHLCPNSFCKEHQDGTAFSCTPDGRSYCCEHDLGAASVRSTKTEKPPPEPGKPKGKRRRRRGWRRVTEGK
# CAL PDZ FP-1 – CAL PDZ peptide-binding inhibitors, primary screen, biochemical, fluorescence polarization, Cer-tagged CAL PDZ, HTS. inhibition, % at 20 µM. AID 504414, 2011. purified CAL PDZ, TMR-peptide fluorescence polarization, 1 h. 0.02% of 330,000 active;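 active = highest replicate inhibition of at least 40%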;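 also: plate controls were DMSO neutral control wells for no effect and unlabeled competitor peptide control wells for full effect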
#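 Read-out basis: mP drop reported as inhibition | Assay system: Tagged CAL PDZ protein CerCALP, purified | Benchmarks: Unlabelled peptide for full inhibition, DMSO wells as neutral | Schedule: 1 h incubation at room temperature before polarization reading | Buffer or medium: Sodium phosphate/NaCl buffer pH 7.4 with TCEP, IgG, Thesit | Doses: Single point, 20 µM | Measured by: Fluorescence polarization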
# PvdQ acylase – P. aeruginosa PvdQ acylase inhibitors, primary screen, biochemical, fluorescence, plate reader and imaging, single point; PvdQ acylase [Pseudomonas aeruginosa LESB58]; purified PvdQ acylase; inhibition, % at 10 µM; 0.063% of 340,000 active; AID 488965, 2010; in the data active = inhibition above about 30%, passing the limit was not always enough;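 also: 0% = vehicle neutral wells and 100% = reference inhibitor wells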
# dFosB act – activators of delta FosB homodimer, primary screen, biochemical, fluorescence polarization, TAMRA-CDK5 oligo, single point. 0.99% of 340,000 active. purified delta FosB; percent of positive-control signal above neutral wells. activation, % at 25 µM;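 active = mean activation above about 17%, with every replicate also reaching it, limit read from the data, passing the limit was not always enough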;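 also: fluorescence polarization rise as delta FosB binds a TAMRA Cdk5 AP-1 oligo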
# MITF act – activators of MITF-driven TRPM1 promoter reporter, primary screen, cell-based, SK-MEL-5, luciferase, single point; 0.75% of 300,000 active; SK-MEL-5 TRPM1-promoter luciferase, 24 h; % of positive control, neutral wells = 0; activation, % at 12.5 µM; AID 588334, 2011;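 active = mean activation of at least 80% with every replicate also reaching 80%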;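 also: 0% = neutral control wells and 100% = parthenolide positive control wells; values of inactives mirror those of a sister screen read the other way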
# Rtt109 HAT inh – inhibitors of C. albicans Rtt109/Vps75 HAT, primary screen, biochemical, ThioGlo CoA-SH fluorescence, plate reader. inhibition, % at 34.9 µM. AID 540336, 2011. purified Rtt109/Vps75, 4 h. Histone acetyltransferase RTT109 (Candida albicans (strain SC5314 / ATCC MYA-2876)), …. 0.16% of 330,000 active;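 active = inhibition of at least 50% in every replicate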
# CAL PDZ FP-2 – untagged CAL PDZ binding inhibitors, primary screen, biochemical, fluorescence polarization, HTS; purified CAL PDZ, TMR-peptide fluorescence polarization, 1 h; inhibition, % at 24.9 µM; 0.92% of 300,000 active; AID 602252, 2012;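 active = mean inhibition of at least 30% with at least half of replicates also reaching 30%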;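 also: 0% = DMSO neutral control and 100% = excess unlabeled competitor peptide PRC23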
# PfHsp90 set2 – growth inhibition of PfHsp90-expressing yeast, primary screen, antimalarial PfHsp90 inhibitor project, S. cerevisiae, BacTiter-Glo luminescence, single point, set 2; BacTiter-Glo ATP, 48 h; yeast lacking PDR1 and PDR3 efflux regulators; 0.32% of 310,000 active; inhibition, % at 9.4 µM;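 active = every replicate shows inhibition above about 80%, whatever the replicate mean, limit read from the data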;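 also: 0% = DMSO neutral controls and 100% = 20 µM radicicol positive controls; yeast relying on Plasmodium falciparum Hsp90 in place of its own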
# SR-BI uptake up – activators of SR-BI mediated DiI-HDL uptake, primary screen, ldlA[mSR-BI] CHO cells, DiI fluorescence. activation, % at 12.5 µM. 0.096% of 320,000 active. 3 h; 100 = double the neutral-control signal;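 active = mean replicate activation of at least 60% and every replicate at or above 60%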;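 also: 0% = median plate neutral-control signal and 100% = twice that signal; values of inactives mirror those of a sister screen read the other way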
#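 Material – SR-BI-overexpressing, LDLR-lacking CHO cells · Medium – BSA-supplemented, HEPES-buffered Ham's F12, pH 7.4 · Doses – single concentration · Times – compound with DiI-HDL co-incubation, 3 h at 37 °C · Measured by – bottom-read fluorescence, 550/595 nm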
# SR-BI HDL uptake – inhibitors of SR-BI mediated HDL lipid uptake, primary screen, ldlA[mSR-BI] cells, fluorescence, single point | ldlA[mSR-BI] CHO cells, DiI-HDL uptake fluorescence, 3 h | inhibition, % at 12.5 µM | 0.96% of 320,000 active;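 active = mean replicate inhibition of at least 70% and a set share of replicates each scoring 70 or more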;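 also: 0% = median of neutral control wells and 100% = median of positive control wells; values of inactives mirror those of a sister screen read the other way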
# An asterisk follows results filed as active; x = no result given.
Structure	Rtt109 HAT inh	SR-BI uptake up	MITF act	PfHsp90 set2	PvdQ acylase	CAL PDZ FP-2	CAL PDZ FP-1	SR-BI HDL uptake	dFosB act	NSD2 HMT inh
COc1cccc(/C(O)=C2/C(=O)C(=O)N(CCN(C)C)C2c2ccc(Br)cc2)c1 (stereo unspecified)	5	0	5	5	-5	0	-2.0	0	4	-1
CCCOc1ccc(-c2nnc(-c3ccncc3)o2)cc1	3	x	x	4	-5	-1	-4.0	x	-13	x
Cc1c(C(=O)N2CCC(Cc3ccccc3)CC2)cccc1[N+](=O)[O-]	5	-25	-8	-8	-3	1	1.3	25	-15	1
CCN(CC)C(=O)c1cc(Cl)ccc1NC(=O)c1ccco1	2	11	3	3	6	2	-1.3	-11	2	5
Cc1cc(C)c2c(Cn3ccnc3)cc(=O)oc2c1	3	24	0	-9	-4	-3	0.8	-24	-11	0
COc1ccc(S(=O)(=O)N(C)CC(=O)NCCC2=CCCCC2)cc1OC	2	-4	-20	17	14	x	-2.7	4	-5	-11
Cc1ccc2c(c1)c1nnc(SCC(=O)Nc3ccccc3C(F)(F)F)nc1n2CC(=O)O	x	-5	19	27	-6	1	-1.8	5	-9	1
COc1ccc(S(=O)(=O)N2CCC(C(=O)NCCC(=O)Nc3ccc(Cl)cc3)CC2)cc1	14	4	4	1	1	x	0.7	-4	0	-4
COc1ccc(OC)c2c(N3CC(C)OC(C)C3)cc(C(F)(F)F)nc12 (stereo unspecified)	-106	26	-4	-18	-10	-1	-0.5	-26	-7	-1
S=c1[nH]nc(-c2ccc3ccccc3n2)n1-c1ccc2c(c1)OCCO2	6	19	x	-3	12	-3	-0.5	-19	-6	1
Cc1ccc(NC(=O)CSCC(=O)NCCc2ccccc2)cc1	8	9	-2	-7	-16	-5	-1.3	-9	-14	-2
Cc1ccc(N(C)S(=O)(=O)c2cccc(C(=O)Nc3ccc(N4CCOCC4)cc3)c2)cc1	-2	-59	-14	x	5	0	-0.1	59	-11	2
Cc1cccc(CN2C(=O)/C(=C\c3ccc(C(=O)NCCN4CCOCC4)cc3)Sc3ccccc32)c1	12	-34	-2	41	0	5	-1.7	34	11	-2
Cc1ccsc1C1C=C(c2cccc(Br)c2)Nc2ncnn21 (stereo unspecified)	-349	-42	-15	6	-14	-4	-4.5	42	-20	x
O=C1NC2(CCCCCC2)C(=O)N1Cc1ccccc1	-5	-1	4	0	-14	-1	-1.4	1	-1	0
O=C1c2ccccc2C(=O)N1CCC1=CCCCC1	x	19	31	15	-12	-2	-1.0	-19	0	4
CCCc1cc(=O)[nH]c(SCC(N)=O)n1	-10	-2	x	-11	-11	x	-0.3	2	-5	-1
O=[N+]([O-])c1cccc2nc(-c3ccccc3)c(-c3ccccc3)nc12	2	-7	-2	-27	5	4	-2.1	7	-2	-2
CCOC(=O)c1ccc(NC(=O)C2CCCN(S(=O)(=O)c3cnc[nH]3)C2)cc1 (stereo unspecified)	-1	-15	10	9	-11	x	-0.6	15	-6	x
CS(=O)(=O)N1CCC(C(=O)N2CCN(Cc3ccccc3)CC2)CC1	-4	25	5	-6	3	0	0.3	-25	3	4
O=[N+]([O-])c1ccc2nonc2c1Nc1ccccc1	0	17	x	7	-18	-3	-0.7	-17	7	4
O=C(CN1C(=O)c2ccccc2C1=O)Nc1ccccc1N1CCOCC1	4	7	x	-1	-8	-4	-1.5	-7	1	-2
COc1cc2c(cc1OC)C(c1cccs1)N(C(=O)c1cccc(S(=O)(=O)N(C)C)c1)CC2 (stereo unspecified)	11	x	3	17	-8	-4	-3.0	x	-13	0
COc1ccc(N=c2scc(-c3ccc(OC)cc3)n2CCO)cc1	11	-30	28	12	1	0	2.1	30	-1	28
O=C(NCCCN1CCOCC1)c1ccccc1NS(=O)(=O)c1ccc(Br)cc1	15	20	5	-37	3	-1	-1.3	-20	-2	-4
C=CCSc1nc2ccccc2c(=O)n1Cc1ccccc1	10	0	0	-42	8	-5	-2.1	0	-10	-3
COc1ccc(N2CC(NS(=O)(=O)c3ccc(F)cc3)CC2=O)cc1 (stereo unspecified)	-4	24	8	3	-5	x	0.0	-24	-7	1
CN(CC(=O)NCCc1ccc(S(N)(=O)=O)cc1)CC(=O)Nc1cccc(F)c1	0	5	0	13	-5	x	0.0	-5	6	0
CC12CCCc3c(O)cc(=O)n(c31)-c1ccccc12 (stereo unspecified)	-3	24	-9	-22	-17	0	0.2	-24	0	0
CC(C(=O)N1c2ccc(F)cc2CCC1C)N1C(=O)c2ccccc2C1=O (stereo unspecified)	11	6	7	13	-11	-3	-0.1	-6	-3	3
CS(=O)(=O)N1CCN(c2ccccc2NC(=O)c2cc3ccccc3o2)CC1	13	-75	-6	-4	-1	-7	-4.3	75*	-1	-3
C[C@H](NC(=O)c1nc[nH]c1C(=O)OCc1ccccc1)c1ccccc1	2	25	0	-18	-20	-3	-1.6	-25	-9	x
CN1CCC(OC(=O)c2cc3cc(Cl)cc(Cl)c3oc2=O)CC1	-2	24	x	-9	-2	-6	-0.3	-24	3	0
COc1cc(CC(=O)OCC(=O)NCc2ccc(C)cc2)cc(OC)c1OC	3	-1	x	-17	-6	-4	-0.9	1	-11	0
COc1cccc(CNC(=O)C2Cc3cc(S(=O)(=O)N4CCCC4)ccc3N2C(C)=O)c1OC (stereo unspecified)	29	x	-7	12	4	-3	-1.9	-16	-11	-4
Cc1ccc(S(=O)(=O)NC(=O)NC(C)Cc2ccccc2)cc1 (stereo unspecified)	8	3	1	5	-6	4	-1.2	-3	-1	-3
c1ccc2[nH]c(SCC3CCCCO3)nc2c1 (stereo unspecified)	-5	8	87*	x	-3	-2	-0.8	-8	0	3
Fc1ccc(/C=N/NC(=S)NCCc2ccccc2)cc1F	-1	-1	-4	9	-4	0	-2.6	1	-3	2
O=C(c1cc2ncc(CCCl)cn2n1)N1CCCCCC1	-2	17	-1	-1	-9	0	-2.5	-17	3	-2
O=C(C1CC1)N(Cc1ccco1)c1nc(-c2ccccc2)cs1	3	-17	0	2	-5	-1	-1.4	17	-4	1
O=C(Nc1ccc2c(c1)OCO2)N1CCOCC1	1	17	x	15	-16	-2	-0.3	-17	-7	3
O=[N+]([O-])c1ccccc1/C=C/C=N/n1c(-c2ccccc2F)n[nH]c1=S	3	-1	x	-2	-16	x	0.6	1	-15	10
Cc1ccc(C2C(C(=O)c3sc(-c4ccccc4)nc3C)=C(O)C(=O)N2CCN(C)C)o1 (stereo unspecified)	-2	-2	8	16	-5	-2	-0.6	2	0	-1
OCC1OC2C(NC(=S)N2c2ccccc2)C(O)C1O (stereo unspecified)	-14	11	3	21	-10	-9	-0.5	-11	0	-3
CSCCC(NC(=O)c1ccco1)C(=O)Nc1ccc(C)cn1 (stereo unspecified)	-16	45	11	x	-16	-1	-2.4	-45	3	-1
COc1cc(CC(CC(=O)c2ccc3c(c2)OCO3)C(=O)O)cc(OC)c1OC (stereo unspecified)	-5	16	-8	12	7	-1	-0.5	-16	2	1
CCCCOc1ccc(Br)cc1CSC(=N)N	-3	-7	-15	39	-39	-6	-3.5	7	-16	-6
Cc1ccc(C(=O)c2cnc3cc4c(cc3c2S(=O)(=O)c2ccccc2)OCCO4)cc1	-1	6	30	-2	-7	10	-0.5	-6	-1	-3
O=C(CN1CCN(Cc2ccccc2F)C1=O)NCC1CCCO1 (stereo unspecified)	15	5	12	-10	12	-4	-1.7	-5	2	-1
NC(=O)C1(c2ccccc2)CCOCC1	-3	x	-9	-8	-10	3	-2.5	x	1	-1
COc1ccc(NC(=O)Cn2c(C)csc2=O)c(OC)c1	4	0	-8	18	9	-1	0.0	0	-3	3
Cc1ccsc1/C=N/Nc1ncc(Cl)cc1Cl	-7	-44	x	-21	-2	0	-0.5	44	3	1
Cc1ccc2nc(SC(C)C(=O)N3CCOCC3)[nH]c2c1 (stereo unspecified)	0	4	46	-10	-12	-2	-2.3	-4	-5	0
O=C(CSc1nc2nn(-c3ccccc3)c(=O)c-2c2n1CCCCC2)Nc1ccc(F)c(F)c1	5	-27	2	x	-7	x	0.0	27	3	-1
COc1ccc(-n2c(SCC(=O)Nc3nccs3)nnc2-c2ccc(Cl)cc2)cc1	-3	x	0	5	-4	-3	-2.0	x	0	-1
O=C(NCCCN1CCOCC1)c1ccc2c(c1)N(Cc1ccccc1)CCS2	-64	-54	14	21	-11	58*	-1.0	54	-1	3
COc1ccc(-c2ccc(NC(=O)c3ccco3)cc2)nn1	-4	-16	-20	64	1	-4	-2.5	16	-5	-2
COc1cc(-c2nnc3sc(Cc4ccccc4)nn23)cc(OC)c1OC	18	-34	x	x	9	-6	-2.1	34	14	14
N#Cc1nc(Nc2cccc(Cl)c2)c2ncn(C3CCCC3)c2n1	-9	-15	8	x	-9	-3	-2.6	15	3	x
COc1cc(CN(C)c2ncnc3sccc23)ccc1OC(F)F	16	-3	-8	-7	6	-3	-0.5	3	-7	-7
O=C(NCc1ccccc1Cl)c1cnn2cccnc12	-2	6	x	18	-13	-10	-1.7	-6	-6	-1
O=C(Nc1ccccc1C(=O)OCn1nnc2ccccc2c1=O)c1ccco1	-4	13	-3	0	-13	-3	-0.7	-13	-6	14

# Some of these compounds in order of the CAL PDZ FP-1 value, smallest number first:
canonical_smiles	Rtt109 HAT inh	SR-BI uptake up	MITF act	PvdQ acylase	CAL PDZ FP-2	CAL PDZ FP-1	SR-BI HDL uptake	dFosB act	NSD2 HMT inh
NC(=O)C1(c2ccccc2)CCOCC1	-3	x	-9	-10	3	-2.5	x	1	-1
O=C(NCc1ccccc1Cl)c1cnn2cccnc12	-2	6	x	-13	-10	-1.7	-6	-6	-1
O=C(NCCCN1CCOCC1)c1ccc2c(c1)N(Cc1ccccc1)CCS2	-64	-54	14	-11	58*	-1.0	54	-1	3
Cc1ccsc1/C=N/Nc1ncc(Cl)cc1Cl	-7	-44	x	-2	0	-0.5	44	3	1
